TRPV1 agonist: agonists of human vanilloid receptor 1 (TRPV1). 320,000 tested, 0.19% active. TRPV1-expressing cells, Fluo-8 calcium influx, agonist mode. Q8NER1. activation, % at 8.33 µM; in the data active = activation above about 80%; inconclusive = between about 30% and that limit; also: 0% is about no effect
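Fluo-8 calcium influx in TRPV1-expressing cells, kinetic read (ex 480/em 520 nm). Compound added and read 3 min for agonist activity, followed by capsaicin at EC20 final and 2 min further read for enhancement.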
Giardia killer: kills Giardia lamblia; Giardia lamblia trophozoite viability; activity change, % at 7.66 µM, hits read low; 340,000 tested, 0.15% active; in the data active = activity change below about -80%; inconclusive = between about -30% and that limit;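 also: parasites exposed to compound for two days anaerobically before the ATP read; % is scaled to controls: 0 for no effect and ±100 for the full control effect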
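Each well holds 100 Giardia trophozoites and compound. After two days (48 hrs) at 37 deg C in anaerobic conditions, ATP is quantified by luminescence.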
PKM2 activator: increases activity of human pyruvate kinase M2; P14618; Potency, µM (titrated, usually from 57.5 µM), without a hit: top-dose activation, hits mostly activators; AID 1631; purified PKM2, Kinase-Glo ATP luminescence, activation; response scale: 0% is enzyme alone, no compound; 260,000 tested, 0.34% active; also: potency is read from the fitted curve at half-maximal effect; % is scaled to controls: 0 for no effect and ±100 for the full control effect; nearly all actives have a fitted effect of over 55% in size
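Kinase-Glo luminescence reports ATP generated from ADP (0.1 mM) and PEP (0.5 mM) by purified hPK-M2 after 1 h at room temperature, pH 7.2 imidazole buffer; intermediate enzyme activity allows detecting inhibitors and activators.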
B2AR arrestin: agonists driving beta-arrestin recruitment to human beta2-adrenergic receptor; P07550; beta-arrestin recruitment to beta2AR, cell-based reporter; Potency, µM (titrated, usually from 46.1 µM), without a hit: at the top dose activation, most hits filed as activators; 330,000 tested, 0.02% active; AID 492947;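 also: potency is read from the fitted curve at half-maximal effect; 0% = DMSO controls and full agonism = EC100 isoproterenol or metaproterenol; nearly all actives have a fitted effect of over 65% in size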
KCNH2 WT inh: KCNH2 (human, wildtype) channel inhibition. AID 720551. Q12809. U2OS, BacMam KCNH2, thallium flux FluxOr; active compounds read low. 340,000 tested, 0.37% active. activity change, % at 1.84 µM;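 active = maximum activity change below -70%; inconclusive = maximum activity change between -70% and -50%; inactive = maximum activity change above -50%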; also: % is scaled to controls: 0 for no effect and ±100 for the full control effect
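U2OS cells were transduced with wild-type KCNH2 virus (2.03 x 10^8 / mL) for 4 h at room temperature, then cultured overnight at 37 C. Thallium flux was read with FluxOr dye. Rate constants were normalized to DMSO controls.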
Menin MLL FP TR: displaces Texas Red mutant MLL peptide from human menin; Menin + Texas Red MLL mutant peptide, fluorescence polarization; Potency, µM (doses to about 61.6 µM), without a hit: at the top dose FP activity change, negative = inhibition, actives largely listed as inhibitors; 270,000 tested, 0.23% active; AID 1768; active = well fitted inhibition curve with a large enough effect in the polarisation, with a control signal flat, not every such curve was filed as active; inconclusive = small, poorly fitted or top-dose-only effect, or effect the other way, or a change in a side signal; inactive = no such curve, though single readings can be large or run the other way; the % refers to the polarisation; also: potency is read from the fitted curve at half-maximal effect; % of control where 0% means no effect; many of its hits are not listed in these tables
USP2a block: USP2a (human) protease inhibition; Potency, µM (series often up to 38.3 µM), without a hit: at the top dose activity change, negative = inhibition, actives largely listed as inhibitors; AID 463254; USP2 core, Ub-CHOP2 coupled fluorogenic reporter, 485/531; 330,000 tested, 0.01% active;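 also: potency is read from the fitted curve at half-maximal effect; plate controls were DMSO wells for no effect and full inhibition by NEM control for full effect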
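Cell-free coupled assay: 10nM USP2 core preincubated 30min RT with compound in Tris-HCl pH 8.0/CaCl2/CHAPS buffer, then 25nM Ub-CHOP2 and 25nM reporter substrate; fluorescence (Ex 485/Em 531) read after 60min RT, normalized to NEM inhibition, concentration-response curves fitted.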
MLL CXXC-DNA inh: MLL CXXC-DNA interaction inhibition; Q03164; MLL-CXXC / FITC-HOXA9 DNA fluorescence polarization; Potency, µM (series often up to 115 µM), for the others: at the highest dose activity change, negative = inhibition, hits mostly inhibitors; 290,000 tested, 0.037% active; AID 2662; active = well fitted inhibition curve with a large enough effect in the polarisation, with a control signal flat, not every such curve was filed as active; inconclusive = small, poorly fitted or top-dose-only effect, or effect the other way, or a change in a side signal; inactive = no such curve, though single readings can be large or run the other way; the % refers to the polarisation; also: potency is read from the fitted curve at half-maximal effect
Target sequence (Q03164 whole entry, looked up): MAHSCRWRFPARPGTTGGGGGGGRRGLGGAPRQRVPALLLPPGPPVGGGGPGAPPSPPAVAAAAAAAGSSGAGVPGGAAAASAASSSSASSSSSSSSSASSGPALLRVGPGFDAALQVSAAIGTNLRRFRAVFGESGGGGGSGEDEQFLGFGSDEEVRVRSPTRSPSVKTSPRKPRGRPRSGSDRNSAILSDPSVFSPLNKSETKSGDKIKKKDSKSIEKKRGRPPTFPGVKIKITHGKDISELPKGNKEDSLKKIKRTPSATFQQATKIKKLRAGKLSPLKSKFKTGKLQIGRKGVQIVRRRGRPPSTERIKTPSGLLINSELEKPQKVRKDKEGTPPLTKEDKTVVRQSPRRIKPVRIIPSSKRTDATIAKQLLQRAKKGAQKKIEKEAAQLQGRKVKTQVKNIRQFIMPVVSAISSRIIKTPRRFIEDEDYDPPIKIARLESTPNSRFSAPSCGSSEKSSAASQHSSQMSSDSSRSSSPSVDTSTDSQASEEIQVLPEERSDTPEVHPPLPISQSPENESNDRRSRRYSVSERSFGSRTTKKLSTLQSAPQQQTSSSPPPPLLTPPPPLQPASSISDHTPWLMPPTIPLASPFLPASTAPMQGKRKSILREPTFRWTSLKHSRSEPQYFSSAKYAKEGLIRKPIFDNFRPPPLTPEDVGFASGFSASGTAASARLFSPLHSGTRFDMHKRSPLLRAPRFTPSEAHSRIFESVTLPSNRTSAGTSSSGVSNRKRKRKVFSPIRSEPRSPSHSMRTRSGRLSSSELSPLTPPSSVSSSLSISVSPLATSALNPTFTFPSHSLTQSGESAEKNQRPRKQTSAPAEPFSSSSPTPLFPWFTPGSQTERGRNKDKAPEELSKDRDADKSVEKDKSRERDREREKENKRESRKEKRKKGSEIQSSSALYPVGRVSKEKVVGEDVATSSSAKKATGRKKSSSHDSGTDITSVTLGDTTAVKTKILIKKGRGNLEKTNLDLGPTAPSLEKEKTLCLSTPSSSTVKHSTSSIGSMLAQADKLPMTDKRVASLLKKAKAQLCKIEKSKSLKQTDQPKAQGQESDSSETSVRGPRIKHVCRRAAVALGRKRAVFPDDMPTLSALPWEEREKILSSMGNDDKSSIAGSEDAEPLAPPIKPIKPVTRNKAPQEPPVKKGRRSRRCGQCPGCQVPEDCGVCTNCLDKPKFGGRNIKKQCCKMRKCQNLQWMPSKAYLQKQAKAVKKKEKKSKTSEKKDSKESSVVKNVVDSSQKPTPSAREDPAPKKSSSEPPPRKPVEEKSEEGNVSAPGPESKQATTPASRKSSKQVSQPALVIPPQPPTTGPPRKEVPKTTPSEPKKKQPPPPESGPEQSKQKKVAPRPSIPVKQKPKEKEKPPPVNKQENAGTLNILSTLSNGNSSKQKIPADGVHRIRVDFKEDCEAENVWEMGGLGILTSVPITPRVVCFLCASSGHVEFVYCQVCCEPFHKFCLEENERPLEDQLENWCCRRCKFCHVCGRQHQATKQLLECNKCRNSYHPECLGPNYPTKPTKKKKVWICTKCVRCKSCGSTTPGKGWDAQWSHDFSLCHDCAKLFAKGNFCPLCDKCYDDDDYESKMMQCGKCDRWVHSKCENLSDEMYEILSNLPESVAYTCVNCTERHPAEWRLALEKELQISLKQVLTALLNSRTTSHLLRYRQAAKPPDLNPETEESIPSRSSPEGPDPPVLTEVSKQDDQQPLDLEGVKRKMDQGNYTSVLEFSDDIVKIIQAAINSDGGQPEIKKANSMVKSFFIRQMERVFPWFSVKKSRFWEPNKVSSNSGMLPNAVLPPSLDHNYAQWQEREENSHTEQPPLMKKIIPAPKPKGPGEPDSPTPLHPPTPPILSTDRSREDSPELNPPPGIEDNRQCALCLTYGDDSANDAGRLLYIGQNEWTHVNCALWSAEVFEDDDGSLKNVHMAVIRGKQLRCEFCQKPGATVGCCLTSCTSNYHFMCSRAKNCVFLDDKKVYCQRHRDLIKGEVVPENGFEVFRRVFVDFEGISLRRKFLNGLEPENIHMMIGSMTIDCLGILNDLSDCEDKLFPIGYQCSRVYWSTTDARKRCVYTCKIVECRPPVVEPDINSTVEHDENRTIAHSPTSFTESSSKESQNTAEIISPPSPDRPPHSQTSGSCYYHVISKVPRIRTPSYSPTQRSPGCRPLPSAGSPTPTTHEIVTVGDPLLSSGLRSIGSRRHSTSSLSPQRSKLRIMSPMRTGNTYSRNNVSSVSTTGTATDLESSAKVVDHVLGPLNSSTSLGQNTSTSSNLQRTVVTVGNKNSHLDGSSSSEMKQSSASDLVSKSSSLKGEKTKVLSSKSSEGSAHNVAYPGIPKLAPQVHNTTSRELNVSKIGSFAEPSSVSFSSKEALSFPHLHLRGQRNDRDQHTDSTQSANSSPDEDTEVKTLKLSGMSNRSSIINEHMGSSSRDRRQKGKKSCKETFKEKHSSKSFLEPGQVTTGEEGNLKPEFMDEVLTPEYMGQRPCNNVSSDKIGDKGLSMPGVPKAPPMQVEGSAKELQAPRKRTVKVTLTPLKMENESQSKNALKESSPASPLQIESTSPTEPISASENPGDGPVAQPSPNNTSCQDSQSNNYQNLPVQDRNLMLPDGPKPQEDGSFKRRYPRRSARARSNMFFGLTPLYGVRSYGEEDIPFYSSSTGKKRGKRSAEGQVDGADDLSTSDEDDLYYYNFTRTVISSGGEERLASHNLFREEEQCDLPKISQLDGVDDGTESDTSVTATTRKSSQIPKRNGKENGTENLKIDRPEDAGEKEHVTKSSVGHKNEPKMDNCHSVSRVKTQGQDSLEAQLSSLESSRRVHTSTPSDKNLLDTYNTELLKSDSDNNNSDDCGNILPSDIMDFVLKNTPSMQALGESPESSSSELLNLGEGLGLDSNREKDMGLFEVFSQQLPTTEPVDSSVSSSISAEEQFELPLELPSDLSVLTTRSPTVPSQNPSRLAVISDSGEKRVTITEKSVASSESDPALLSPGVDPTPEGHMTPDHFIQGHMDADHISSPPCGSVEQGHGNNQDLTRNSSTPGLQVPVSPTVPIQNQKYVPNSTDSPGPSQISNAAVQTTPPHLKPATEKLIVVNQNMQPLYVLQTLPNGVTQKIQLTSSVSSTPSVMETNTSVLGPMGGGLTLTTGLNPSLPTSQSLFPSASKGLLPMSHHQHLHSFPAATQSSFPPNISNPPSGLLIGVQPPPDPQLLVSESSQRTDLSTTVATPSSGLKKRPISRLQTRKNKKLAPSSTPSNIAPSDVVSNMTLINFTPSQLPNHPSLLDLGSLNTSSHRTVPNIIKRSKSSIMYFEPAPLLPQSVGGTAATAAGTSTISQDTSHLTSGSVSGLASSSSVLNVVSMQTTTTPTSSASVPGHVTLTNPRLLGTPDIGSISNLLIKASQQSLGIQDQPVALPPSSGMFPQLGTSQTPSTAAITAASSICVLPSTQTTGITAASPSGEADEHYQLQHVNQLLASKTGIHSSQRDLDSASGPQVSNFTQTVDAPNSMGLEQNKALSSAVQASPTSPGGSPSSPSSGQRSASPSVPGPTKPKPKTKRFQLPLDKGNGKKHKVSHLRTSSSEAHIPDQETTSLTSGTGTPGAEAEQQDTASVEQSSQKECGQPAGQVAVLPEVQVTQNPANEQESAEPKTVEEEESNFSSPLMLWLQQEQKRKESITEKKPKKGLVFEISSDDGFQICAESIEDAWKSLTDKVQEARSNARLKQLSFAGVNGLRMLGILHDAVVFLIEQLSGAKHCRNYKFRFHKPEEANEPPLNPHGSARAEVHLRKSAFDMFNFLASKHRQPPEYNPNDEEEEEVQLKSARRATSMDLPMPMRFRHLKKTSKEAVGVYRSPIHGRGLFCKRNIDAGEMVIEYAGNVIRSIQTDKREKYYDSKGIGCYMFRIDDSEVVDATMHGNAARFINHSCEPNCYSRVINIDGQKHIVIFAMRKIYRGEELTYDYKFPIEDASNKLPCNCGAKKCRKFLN
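Fluorescence polarization: 7 uM MLL-CXXC (stock) preincubated 5 min with compounds, then 50 nM fluorescein-HOX-A9 DNA (stock) added; 30 min ambient. Buffer 50 mM Tris-HCl pH 7.5, 50 mM NaCl, 1 mM DTT, 0.05% BSA.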
FBPA coupling cs: coupling enzyme interference in Giardia aldolase counter-screen. coupling enzyme system counterscreen, AmpLite Red fluorescence. activity change, negative = inhibition, % at 58.2 µM, hits read low. 290,000 tested, 0.67% active; in the data active = activity change below about -30%; also: % is scaled to controls: 0 for no effect and ±100 for the full control effect
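Fluorescence at 525 nm excitation and 598 nm emission measured inhibition of the coupled detection system without aldolase. Compounds (at 57.5 uM final) were preincubated 10 min at room temperature with coupling enzyme reagent before a 20 min substrate/AmpLite Red step.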
KCNH2 3.1 block: blocks the human KCNH2 3.1 channel isoform. U2OS KCNH2 3.1, thallium flux FluxOr; active compounds read low. activity change, % (tested at about 1.8 µM). 340,000 tested, 0.95% active. AID 720553;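 active = maximum activity change below -70%; inconclusive = maximum activity change from -70% to -50%; inactive = maximum activity change above -50%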;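 also: thallium influx rate constant from kinetic fluorescence after stimulation buffer; % is scaled to controls: 0 for no effect and ±100 for the full control effect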
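U2OS cells transduced with KCNH2 3.1 mutant virus (1.77 x 10^8 /mL, 4 h), plated overnight at 37 C, loaded 45 min with FluxOr dye plus Red40 quencher. Thallium flux rate constant from kinetic reads after stimulation buffer, normalised to controls.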
GALK inhibitor: inhibitors of human galactokinase. P51570. Purified GALK, Kinase-Glo residual ATP luminescence. Potency, µM (series often up to 57.5 µM), for the others: at the top dose activity change, negative = inhibition, most hits filed as inhibitors. 270,000 tested, 0.007% active. AID 1868; also: potency is read from the fitted curve at half-maximal effect; % is scaled to controls: 0 for no effect and ±100 for the full control effect
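Luminescence from leftover ATP (Ultra-Glo luciferase/luciferin) served as read-out after a 1 h room-temperature reaction of 5 nM GALK with 35 uM ATP and 100 uM galactose.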
* hit, by the source's call; ? = inconclusive; . = not tested or not shown; [ ] = remark or other dose. Unless noted, calls follow the shape of the dose curve; as a rule, active = well fitted curve in the direction sought with a large enough effect; inconclusive = small, poorly fitted or top-dose-only effect, or another doubt; inactive = no such curve, though single readings can be large; an effect the other way counts as inactive or inconclusive. This is a subset (hit frequency here may not be typical).

SMILES | TRPV1 agonist | Giardia killer | PKM2 activator | B2AR arrestin | KCNH2 WT inh | Menin MLL FP TR | USP2a block | MLL CXXC-DNA inh | FBPA coupling cs | KCNH2 3.1 block | GALK inhibitor
O=C(CSCCSCC(=O)c1ccco1)c1ccco1 | -2 | . | -2% | 0.3% | . | -7% | -1% | -9% | -2 | . | 1%
Cc1cc(NNC(=O)c2cccc(C(F)(F)F)c2)nc2c1c(C)nn2C | 1 | 8 | 6% | -0.1% | 1 | . | -2% | -8% | -2 | -1 | .
CCOc1ccccc1NC(=O)c1c(NC(=O)CCC(=O)O)sc2c1CCCCC2 | 1 | 8 | 2% | 0.0% | -7 | 41%[activator] | 2% | 0% | -6 | 15 | -4%
COc1ccccc1CN1C[C@@H]2C[C@@H](c3ccccc3C)N3CCC[C@@]23C1=O | 4 | 1 | -2% | 0.0% | -15 | -18% | 0% | 0% | -1 | -11 | 0%
C=CCn1c(SCC(=O)NCc2ccccc2)nnc1-c1ccccc1O | 0 | 4 | -3% | 0.2% | -3 | 0% | 1% | 14% | 0 | -5 | -3%
COc1ccccc1CNS(=O)(=O)c1cc2c3c(c1)C(C)C(=O)N3CCC2 (stereo not given) | 3 | 9 | . | 0.2% | -1 | . | 4% | 7% | . | 17 | 1%
O=c1cc(NCCO)c2ccccc2o1 | . | 31[activator] | 16% | -0.1% | 6 | -10%[11.7 µM] | 7% | -3% | 0 | -11 | 2%
CC(=O)NC1=NC(=O)/C(=C/c2cn(C(C)=O)nc2-c2ccccc2)S1 | 3 | 12 | -1% | 0.4% | . | 11% | 3% | 65%[activator] | 2 | 22 | -1%
COc1ccccc1N(CC(=O)NCC1CCCO1)C(=O)CNS(=O)(=O)c1ccc(C)cc1 (stereo not given) | -3 | -3 | -2% | 0.4% | 1 | -21% | -2% | -1% | 0 | 1 | 3%
CCC(C)(C)n1nnnc1C(c1ccncc1)N1CCN(c2cccc(OC)c2)CC1 (stereo not given) | 6 | -14 | 8% | -0.1% | 18 | -6% | -1% | -7% | 1 | 12 | 3%
CCOc1ccc(C2N(c3ccc(F)cc3)C(=O)C3CCCN32)cc1OC (stereo not given) | -2 | 6 | -3% | -0.1% | 17 | 3% | 2% | 4% | 2 | 7 | 2%
COc1ccc(C(=O)Nc2n[nH]c(-c3ccncc3)n2)cc1 | 8 | -12 | -1% | -0.3% | -1 | 5% | 1% | 5% | -2 | -2 | 3%
CCCCCCC(=O)NN1CCN(C)CC1 | 0 | -4 | -2% | -0.1% | -257* | . | 2% | 2% | 2 | 13 | -2%
Cc1ccc(C(=O)N2N=C(c3cccc(NS(C)(=O)=O)c3)CC2c2cccs2)cc1 (stereo not given) | -3 | -6 | . | 0.1% | . | ? | 1% | 0% | 0 | -8 | -1%
Cc1c(C(=O)NC2CCCCC2)oc2ccc(F)cc12 | ? | 15 | 3% | -0.1% | -11 | -15% | -5% | 5% | -5 | 1 | 6%
O=C(c1ccc(N2CCCCCC2)c([N+](=O)[O-])c1)N1CCc2ccccc21 | 8 | . | -2% | -0.4% | . | 7% | 5% | -8% | 3 | . | -2%
COc1ccc(NC(=O)CNC(=O)c2ccco2)cc1S(=O)(=O)Nc1cc(C)ccc1Br | . | 9 | . | -0.5% | -1 | . | 1% | . | . | 10 | .
O=[N+]([O-])c1ccccc1-c1nc(-c2ccc(Br)o2)no1 | 10 | 3 | 0% | -0.3% | -41 | 7% | 0% | ? | 0 | -15 | 1%
COc1cccc(/C(C)=N/NC(=O)c2ccc(N(C)C)cc2)c1 | 24 | 6 | -2% | -0.8% | 12 | -6% | 2% | 7% | 2 | -1 | -1%
CCN1C(=O)[C@H]2[C@@H](c3ccc(-c4cccc(Cl)c4)cc3)N3CCCC[C@@]3(C(=O)OC)[C@H]2C1=O | -2 | 5 | . | 1.0% | -3 | . | -5% | . | . | 6 | .
O=C(c1ccccc1)N(Cc1ccc2c(c1)OCO2)Cc1nc2ccccc2c(=O)[nH]1 | 0 | 1 | 2% | 0.3% | -21 | 2% | -1% | -1% | 6 | -1 | 2%
CCC(C)(C)n1nnnc1C(c1ccc(OC)c(OC)c1)N1CCN(C(=O)c2ccco2)CC1 (stereo not given) | 1 | 6 | 0% | 0.1% | 5 | -8% | -3% | 4% | 3 | 3 | 9%
CC(CCc1ccccc1)NC(=O)c1ccc(NC(=O)c2ccc(Cl)cc2Cl)cc1 (stereo not given) | -3 | -17 | 2% | -0.7% | -2 | 0% | -4% | -1% | 4 | -4 | -5%
Cc1ccc(OCCNC(=O)c2cccc(S(=O)(=O)NCc3ccccc3)c2)cc1 | -4 | -13 | . | 0.1% | -15 | . | -4% | . | . | -10 | .
CC(C)(C)c1csc(NC(=O)c2ccc3nccnc3c2)n1 | 9 | 3 | -3% | -0.5% | -13 | ? | 0% | -1% | 0 | 1 | 3%
CCOC(=O)CSc1n[nH]c(NC(=O)c2cccc(C)c2)n1 | . | -7 | 8% | -0.1% | -7 | . | 0% | 165%[activator] | 0 | . | -1%
CN1CCN(C(=O)C(N)Cc2ccccc2)CC1 (stereo not given) | 4 | 14 | 1% | 0.5% | -8 | -3% | 1% | 6% | -1 | -2 | -2%
CCOC(=O)c1c(NC(=O)CSc2nnc(-c3ccccc3C)n2C)sc(C(C)=O)c1C | 4 | -6 | -1% | 0.1% | 1 | 4% | 1% | -5% | 3 | 2 | -3%
Cc1ccc(/C=C2\SC(=S)N(CCCC(=O)NNC(=O)c3ccccc3O)C2=O)cc1 | 4 | 3 | -3% | -0.8% | 14 | . | 0% | 10% | -1 | 14 | .
O=C(NCc1cc(C(F)(F)F)cc(C(F)(F)F)c1)C1CC(c2cccc(F)c2)=NO1 (stereo not given) | 5 | -22 | -9% | 0.0% | 8 | . | 8% | 6% | -8 | 6 | -1%
O=C(/C=C/Nc1ccc(F)c(F)c1)c1cccs1 | 21 | 2 | -6% | 0.0% | 3 | 28% | 0% | ? | -2 | -1 | 4%
Cc1cccc(NC(=O)COc2ccc3oc4c(c3c2)CCCC4)n1 | 0 | 18 | -1% | 0.3% | 2 | . | -1% | -2% | 0 | 3 | -2%
CCc1ccc(C(=O)CSc2n[nH]c(C)n2)cc1 | ? | -5 | -3% | 0.1% | 4 | -8% | -1% | 2% | 4 | 31 | 1%
COC(=O)c1ccc(NS(=O)(=O)c2c(C)[nH]c(C)c2C(=O)N2CCCC2)cc1 | -5 | 11 | . | 0.1% | 12 | 18% | 1% | 2% | -1 | 15 | -3%
Cn1c(N2CCCCC2)nc2c1c(=O)[nH]c(=O)n2C | -3 | -13 | -4% | -0.3% | -1 | 5% | 10% | 7% | -3 | 5 | 3%
COc1ccc(CN2CCN(C(=O)CC(C)C)CC2)cc1 | -2 | 6 | ? | -0.9% | -11 | 6% | 0% | -3% | -2 | 2 | 0%
COc1ccc2c(c1)/C(=N/N1C(=O)c3ccccc3C1=O)C(=O)N2 | 1 | . | -4% | 0.0% | . | 13% | -6% | 7% | -6 | . | -1%
C=CCSc1nnc(CSc2nc3sc4c(c3c(=O)[nH]2)CCCC4)n1-c1ccccc1 | 14 | 4 | 2% | 3.4% | 1 | -2% | -2% | 10% | 17 | 1 | -4%
CCOc1cccc(-c2c(C(=O)N/N=C/c3cccs3)nnn2-c2nonc2N)c1 | -3 | -17 | . | -0.9% | -5 | . | 0% | -5% | . | 13 | 0%
Cc1ccc(C(=O)NC(=S)Nc2cccnc2Cl)cc1 | -2 | 2 | -9% | 0.2% | 5 | 18% | -5% | -3% | -4 | -7 | -2%
NC(=O)C(=O)N/N=C/c1c2ccccc2cc2ccccc12 | -2 | -4 | . | 0.3% | 11 | . | 4% | ? | . | -2 | -5%
CCNC(=O)N1CCN(S(=O)(=O)c2ccc3c(c2)OCCCO3)CC1 | -1 | 10 | . | -1.5% | -18 | . | 1% | . | . | 2 | .
O=C(c1ccccc1)c1ccc(C(=O)N2CCCC(C(F)(F)F)C2)cc1 (stereo not given) | -3 | 4 | . | 0.3% | -7 | . | -2% | . | . | 8 | .
Cc1csc2ncnc(N3CCN(C(=S)Nc4ccc(F)cc4F)CC3)c12 | -3 | -4 | 5% | 0.1% | -2 | . | 0% | 22% | 3 | 4 | 1%
CCCc1nc2ccccc2c(=O)n1/N=C/c1ccccc1O | ? | -15 | -6% | 0.0% | -8 | 0% | -5% | 5% | 3 | -2 | 0%

Screening results as filed in PubChem.
